HepG2 viability – counter-screen for TGF-b inhibitors: cytotoxicity in HepG2 cells | HepG2 CAGA-GFP viability, ATP luminescence, 18 h | Potency, µM (series often up to 46.1 µM), inactives show at the highest dose activity change, negative = cytotoxicity, hits mostly cytotoxic | hit rate 0.76% among 410,000 | AID 588856; further: potency means the concentration at half of the fitted maximal effect; some results filed as inactive show a strong effect at the top dose
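HepG2 CAGA-GFP cells (1000/well, DMEM with 1% FBS) received compound, then TGF-beta at 500 pg/mL final, and were incubated 18 hours at 37 degrees C. Viability was read by CellTiter-Glo luminescence. Media-only wells were set as complete cell-killing and DMSO as no toxicity.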
ATXN2 expr inh – reduces ATXN2 reporter expression in HEK-293 cells; HEK-293 ATXN2-luciferase reporter, luminescence, 24 h; Potency, µM (highest dose often 57 µM), for inactives: at the highest dose activity change, negative = inhibition, usual class: inhibitors; hit rate 0.72% among 360,000; AID 1745845; further: potency means the concentration at half of the fitted maximal effect; on the % scale 0 is the no-effect control and ±100 the full control effect; nearly all actives have a fitted effect of over 55% in size
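ATXN2-luciferase reporter cells (luciferase flanked by upstream and downstream ATXN2 gene portions) were treated 24 h at 37 °C with compounds at up to 57 uM. SteadyGlo luminescence gave expression; GF-AFC fluorescence gave viability.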
Nrf2 activator – activators of Nrf2 (ARE) signaling. AREc32 ARE-luciferase reporter (MCF7-derived line), luminescence, 24 h. Potency, µM (titrated, usually from 46.1 µM), for inactives: at the highest dose activation, usual class: activators. hit rate 0.31% among 410,000. AID 624171; further: potency means the concentration at half of the fitted maximal effect; % of control where 0% means no effect; nearly all actives have a fitted effect of over 65% in size
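For detection, Steady-Glo was added and plates sat 30 min at RT; before that, AREc32_Fluc cells grown overnight in OPTI-MEM/5% FBS had been treated with 23 nL compound for 24 hr at 37 deg C.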
S2 tox – reduces viability in counter-screen for ATXN expression inhibitors; AID 651635; Potency, µM (doses to about 56.7 µM), hits mostly cytotoxic; hit rate 0.49% among 400,000; S2 cells (HEK-293 line with an ATXN2-luciferase reporter) viability, CellTiter-Fluor protease fluorescence, 24 h; further: potency means the concentration at half of the fitted maximal effect; nearly all actives have a fitted effect of over 40% in size
EPAC2 agonist – activates human EPAC2 exchange factor; Potency, µM (series often up to 154 µM), for inactives: top-dose activation, usual class: activators; EPAC2 activation, biochemical qHTS; response scale: 100% = 6.5 mM cAMP response; Q8WZA2; hit rate 0.079% among 360,000; further: potency means the concentration at half of the fitted maximal effect; nearly all actives have a fitted effect of over 50% in size
Target sequence (Q8WZA2 whole entry, looked up): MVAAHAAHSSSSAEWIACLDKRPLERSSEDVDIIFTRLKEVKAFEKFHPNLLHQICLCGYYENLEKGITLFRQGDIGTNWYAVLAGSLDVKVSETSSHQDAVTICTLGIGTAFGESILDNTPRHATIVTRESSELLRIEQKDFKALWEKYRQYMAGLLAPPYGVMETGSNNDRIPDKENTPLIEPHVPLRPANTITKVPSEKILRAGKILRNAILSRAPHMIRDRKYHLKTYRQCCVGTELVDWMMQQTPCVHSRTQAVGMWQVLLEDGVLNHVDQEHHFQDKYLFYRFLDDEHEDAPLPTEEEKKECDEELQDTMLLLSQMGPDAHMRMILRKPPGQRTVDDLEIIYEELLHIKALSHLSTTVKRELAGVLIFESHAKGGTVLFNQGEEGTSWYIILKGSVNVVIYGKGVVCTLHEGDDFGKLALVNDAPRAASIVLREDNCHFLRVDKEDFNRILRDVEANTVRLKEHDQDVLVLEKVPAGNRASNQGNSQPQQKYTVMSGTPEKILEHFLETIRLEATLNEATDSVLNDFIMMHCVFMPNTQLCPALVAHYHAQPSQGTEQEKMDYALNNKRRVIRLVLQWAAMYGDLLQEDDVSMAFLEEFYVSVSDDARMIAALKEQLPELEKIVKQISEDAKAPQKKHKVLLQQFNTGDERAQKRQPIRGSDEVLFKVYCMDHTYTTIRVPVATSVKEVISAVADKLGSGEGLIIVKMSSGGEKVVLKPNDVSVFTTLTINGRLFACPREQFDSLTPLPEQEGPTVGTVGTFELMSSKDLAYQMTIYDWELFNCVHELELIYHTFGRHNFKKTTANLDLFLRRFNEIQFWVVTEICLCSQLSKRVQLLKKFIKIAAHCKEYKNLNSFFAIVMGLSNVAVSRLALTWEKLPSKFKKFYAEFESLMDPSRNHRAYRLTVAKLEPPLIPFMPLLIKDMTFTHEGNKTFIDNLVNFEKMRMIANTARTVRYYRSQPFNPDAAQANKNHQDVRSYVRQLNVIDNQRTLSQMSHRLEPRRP
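Guanine nucleotide exchange by EPAC2 is measured as reduced fluorescence of BODIPY-GDP once it is released from 250 nM Rap1B. Plates are read kinetically for 30 min at room temperature; results are scaled to 6.5 mM cAMP.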
Nrf2 inh – inhibitors of Nrf2 signaling; A549 ARE-Fluc reporter, luciferase luminescence, 18-24 h; AID 504444; hit rate 2.1% among 360,000; Potency, µM (top dose mostly 46 µM), for the others: top-dose activity change, negative = inhibition, actives largely listed as inhibitors; further: potency means the concentration at half of the fitted maximal effect; on the % scale 0 is the no-effect control and ±100 the full control effect; nearly all actives have a fitted effect of over 60% in size
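A549 ARE_Fluc cells, 5000/well, 5% FBS OPTI-MEM; compounds in dose-response, 18-24 h at 37 °C/5% CO2; CellTiter-Fluor viability read (Ex 405/Em 525), then BugLite luciferase luminescence = Nrf2 activity.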
A549 tox – counter-screen for Nrf2 inhibitors: cytotoxicity in A549 cells | hit rate 0.16% among 390,000 | Potency, µM (titrated, usually from 46 µM), for inactives: at the highest dose activity change, negative = cytotoxicity, usual class: inhibitors | AID 504648 | A549 ARE-Fluc cells, CellTiter-Fluor viability, 18-24 h; further: potency means the concentration at half of the fitted maximal effect; on the % scale 0 is the no-effect control and ±100 the full control effect
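Cytotoxicity counterscreen: CellTiter-Fluor fluorescence was measured in A549 ARE_Fluc cells after 18-24 h of compound exposure in a concentration series. The subsequent BugLite luminescent read reports ARE-luciferase activity.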
IL-2 act – activates IL-2 in a cell-based reporter assay | IL-2 activation reporter assay, cell-based qHTS; stimulated with anti-CD3/CD4/CD28 beads; in transgenic mouse T cells | activation, % (series mostly up to about 46 µM) | AID 652025 | hit rate 0.065% among 360,000; in the data active means activation above about 50%; inconclusive means mostly about 30% to 49%; further: 0% is about no effect
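EGFP and DsRed fluorescence is measured by plate cytometry in unstimulated transgenic mouse T cells exposed to compound for 60 minutes, then stimulated 18 hours at 37 degrees C with anti-CD3/anti-CD4 beads plus anti-CD28.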
TGFb SMAD3 inh – inhibitors of TGF-b signaling; HepG2 CAGA-GFP TGF-b/SMAD3 reporter, GFP fluorescence, 18 h; TGF-beta stimulated, 500 pg/mL final; hit rate 1.2% among 410,000; Potency, µM (doses to about 46.1 µM), for the others: at the highest dose activity, negative = inhibition, most hits filed as inhibitors; further: potency means the concentration at half of the fitted maximal effect; on the % scale 0 is the no-effect control and ±100 the full control effect; nearly all actives have a fitted effect of over 65% in size
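HEPG2 CAGA-GFP reporter cells (1000/well, DMEM with 1% FBS) received compounds, then recombinant TGF-beta at 500 pg/mL final for 18 hours at 37 degrees C. Per-cell GFP summed per well was normalised to unstimulated and stimulated DMSO controls before curve fitting.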
Numbers without * were called inactive; i = inactive; ? = inconclusive; nt = no result given; [ ] = another dose, or the depositor's remark. Unless noted, the call rests on the fitted dose curve; in most records, active means well fitted curve in the direction sought with a large enough effect; inconclusive means small, poorly fitted or top-dose-only effect, or another doubt; inactive means no such curve, though single readings can be large; an effect the other way counts as inactive or inconclusive.

structure,Nrf2 inh,HepG2 viability,S2 tox,TGFb SMAD3 inh,Nrf2 activator,IL-2 act,A549 tox,ATXN2 expr inh,EPAC2 agonist
COc1ccc(C(=O)CC(=O)C(=O)Nc2ccc(OC)c(Cl)c2)cc1,?,-25%,i,6%,3.2%,-6.0,-2%,-11%,-11%
O=C(CSc1ccc(F)cc1)NC1CCCCC1,9%,4%,i,5%,-0.8%,0.0,0%,52%[activator],-8%
COc1ccc(-c2n[nH]c(=S)n2CC(C)C)cc1,-17%,-50%,i,?,0.1%,1.6,-8%,0%,6%
CCCC(=O)N1CCc2cc(OC)c(OC)cc2C1COc1ccc2c(C)cc(=O)oc2c1 (stereo not given),-1%[9.27 µM],-5%,?,1%,0.0%,nt,2%,-5%,nt
Cc1noc(C)c1S(=O)(=O)N1CCCC(C(=O)NCc2ccccn2)C1 (stereo not given),2%,1%,i,2%,-0.4%,-2.4,-4%,6%,11%
CC(OC(=O)c1ccccc1NCCO)C(=O)Nc1ccc(S(=O)(=O)N2CCOCC2)cc1 (stereo not given),-30%,0%,i,-1%,-0.5%,-2.3,-11%,3%,-1%
O=C(c1ccccc1)c1ccc(Sc2ccc([N+](=O)[O-])cc2)cc1,?,-3%,i,-5%,0.0%,-3.7,1%,1%,6%
O=c1c(Cl)c(N2CCOCC2)cnn1-c1nc2ccccc2[nH]1,7%,-27%,i,-19%,-0.2%,-0.5,-2%,-15%,8%
COc1ccccc1CC(=O)NC1CCC(C)CC1 (stereo not given),-11%,-9%,i,-2%,-0.9%,-0.8,0%,3%,5%
Cc1ccc(C(=O)c2c[nH]cc2-c2ccccc2)cc1,5%,-2%,i,-5%,-0.7%,-1.5,-2%,16%,-6%
COC(=O)Cn1c(C(O)c2ccccc2)nc2ccccc21 (stereo not given),-11%,-1%,i,12%,3.0%,-2.2,-1%,nt,1%
O=C(N/N=C/c1cccc2cccnc12)[C@H]1C[C@@H]1c1ccccc1,?,-31%,nt,-14%,0.1%,0.7,1%,?,15%
CSCCOC(=O)c1[nH]c2c(c1C)C(=O)CC(c1ccco1)C2 (stereo not given),-3%,-12%,?,?,0.1%,-3.9,-11%,-17%,2%
COc1ccc(-c2cc3ccc(OCC(=O)NCC4CCC(C(=O)O)CC4)cc3oc2=O)cc1 (stereo not given),?,2%,i,17%,-0.7%,1.0,0%,25%,8%
COc1ccc(C2=CC(c3ccccc3Cl)n3nc(-c4ccc(Cl)cc4)nc3N2)cc1 (stereo not given),-1%,-9%,nt,-2%,-0.4%,nt,3%,-10%,nt
Cc1ccc(OCCNC(=O)CNC(=O)c2ccc3c(c2)OCO3)cc1,10%,-21%,i,-3%,-0.3%,0.0,9%,-1%,10%
CC(C(=O)Nc1cc([N+](=O)[O-])ccc1Cl)N1CCN(c2ccccc2O)CC1 (stereo not given),?,4%,i,?,2.6%,1.2,-4%,18%,1%
Cc1cc(C)c(OCC(=O)Nc2ccc3c(c2)OCO3)cc1C,4%,-1%,i,0%,0.2%,-2.6,2%,27%,9%
COc1ccc(N(CC(=O)N2CCc3ccccc3C2)S(=O)(=O)c2c(C)[nH]c(=O)[nH]c2=O)cc1,12%,-18%,i,0%,-0.5%,-3.1,2%,-4%,7%
CON(C)S(=O)(=O)c1cccc(C(=O)Nc2cccc(S(=O)(=O)NC3=NCCCCC3)c2)c1,?,-4%,?,-5%,-0.8%,-0.1,-7%,-17%,10%
CN(CCOc1ccc(Br)cc1)C(=O)CNC(=O)c1ccc2ccccc2c1,?,-13%,i,12%,2.4%,0.0,?,-38%,5%
N#Cc1c(-c2ccccc2)ccnc1N1CCOCC1,19%,-7%,i,3%,0.5%,6.1,6%,24%,3%
CCc1cc(=O)oc2c(C)c(OCC(=O)NCc3ccccn3)ccc12,10%,10%,i,-8%,2.4%,-0.4,18%,nt,3%
COc1cccc2c1CCC(NC(C)=O)C2=O (stereo not given),5%,-1%,?,4%,1.3%,-1.1,-3%,10%,2%
COCc1ccc(C(=O)N2CCCC(CNC(=O)c3ccc(F)cc3)C2)o1 (stereo not given),0%,-3%,i,0%,0.0%,2.1,-11%,12%,0%
O=C(CN(C(=O)CNS(=O)(=O)c1ccccc1)C1CCCC1)NCC1CCCO1 (stereo not given),0%,1%,i,10%,0.0%,0.7,0%,8%,-6%
CCOc1ccc(C(=O)NCC(=O)OCC(=O)Nc2ccccc2OCC)cc1,8%,-3%,i,-3%,0.1%,-1.0,-5%,-1%,0%
CC(=O)NC(Cc1ccc(F)cc1)C(=O)NC1CCN(c2ncccc2[N+](=O)[O-])CC1 (stereo not given),-13%,-7%,i,0%,0.3%,-0.3,-5%,-24%,8%
O=[N+]([O-])c1ccc(N=NN(CCO)CCO)cc1,2%,-40%,i,11%,-0.1%,-0.1,?,nt,16%
COc1ccc(CNC(=O)CCc2cc(OC)c(OC)c(OC)c2)cc1,4%,-17%,i,-1%,-1.0%,1.7,4%,nt,3%
c1csc(CNc2nc3ccccc3n2CCN2CCOCC2)c1,-13%,-10%,i,1%,-0.7%,0.5,2%,-2%,-2%
OC(c1ccccc1)c1ccncc1 (stereo not given),4%,-2%,i,-9%,-0.2%,-1.6,-4%,5%,5%
O=[N+]([O-])c1ccc(N2CCN(S(=O)(=O)c3ccc(Cl)c(Cl)c3)CC2)cc1NCCN1CCOCC1,-15%,-2%,i,-1%,0.2%,4.6,-1%,?,0%
Cc1sc2nc3c4ccccc4c(NCc4ccco4)nn3c(=O)c2c1C,?,-9%,i,2%,7.7%,4.0,-4%,71%[activator],0%
CC(C)(C)OC(=O)C[C@@H]1C/C=C\C[C@@H](CC(=O)N[C@@H](CO)Cc2ccccc2)C(=O)N2CCC[C@H]2COC1=O,8%,-24%,i,2%,-0.4%,1.6,-4%,0%,-2%
CC(C)(C)OC(=O)N1CCC(c2c(C(=O)NCc3ccccn3)cnn2-c2ccccc2)CC1,-18%,-16%,nt,0%,0.2%,nt,6%,nt,nt
CC(=O)c1c(N2CCN(c3ccccn3)CC2)nc(=S)n(-c2ccccc2)c1C,-1%,-14%,i,-6%,2.3%,-1.3,2%,6%,7%
CSCCC(NC(C)=O)C(=O)OCC(=O)N(c1ccccc1)c1ccccc1 (stereo not given),15%,11%,i,-12%,-0.3%,-0.3,0%,6%,-4%
O=C(O)C(Cc1c[nH]c2ccccc12)N1C(=O)C2C3c4ccccc4C(c4ccccc43)[C@@H]2C1=O (stereo not given in full),-14%,9%,i,4%,-0.6%,-1.6,0%,1%,-6%
CCOC(=O)N1CCC(Nc2c(NCCCN3CCN(CC)CC3)c(=O)c2=O)CC1,5%,15%,i,6%,0.4%,-1.1,-5%,-10%,3%
CC(C)CCNC(=O)CCCc1ccccc1,-22%,-3%,i,-11%,2.6%,1.5,1%,27%,12%
CCOc1ccc(C2CC(=O)N(Nc3ccc([N+](=O)[O-])cc3[N+](=O)[O-])C2=O)cc1 (stereo not given),-10%,1%,i,-15%,-0.5%,0.3,-5%,-5%,1%
O=C(O)c1ccc(S(=O)(=O)N2CCCC2)cc1,0%,3%,i,18%,-0.1%,0.1,0%,-12%,4%
O=C(Nc1ccccc1Cl)c1cnccn1,nt,2%,i,33%,-0.7%,-1.1,11%,14%,4%
O=C(Nc1ccc(Cl)cc1)c1ccc2sc([C@@H]3O[C@H](CO)[C@@H](O)[C@H]3O)nc2c1,nt,-12%,i,1%,6.6%,-0.4,nt,8%,1%

A draw from above in order of length of the SMILES, low to high:
structure,Nrf2 inh,HepG2 viability,S2 tox,TGFb SMAD3 inh,Nrf2 activator,IL-2 act,A549 tox,ATXN2 expr inh,EPAC2 agonist
c1csc(CNc2nc3ccccc3n2CCN2CCOCC2)c1,-13%,-10%,i,1%,-0.7%,0.5,2%,-2%,-2%
Cc1sc2nc3c4ccccc4c(NCc4ccco4)nn3c(=O)c2c1C,?,-9%,i,2%,7.7%,4.0,-4%,71%[activator],0%
CC(C)(C)OC(=O)N1CCC(c2c(C(=O)NCc3ccccn3)cnn2-c2ccccc2)CC1,-18%,-16%,nt,0%,0.2%,nt,6%,nt,nt

(cont.)
structure,Nrf2 inh,HepG2 viability,S2 tox,TGFb SMAD3 inh,Nrf2 activator,IL-2 act,A549 tox,ATXN2 expr inh,EPAC2 agonist
Cc1cc(=O)[nH]c(NN=Cc2cc(Br)ccc2O)n1,-12%,-7%,?,?,0.1%,-5.2,-3%,?,-11%
CC(=O)Nc1ccc(NC(=O)CSc2ccc(C)cc2)cc1,-2%,8%,i,-11%,-0.5%,-1.0,-11%,17%,6%
CCCCc1nc(NCCO)c(C#N)c2c1CCCC2,?,-29%,i,?,-0.5%,-1.6,8%,-14%,-3%
Cc1ccc(SCC(=O)Nc2oc(C)c3c(C)n[nH]c(=O)c23)cc1C,1%,-18%,?,-14%,-0.4%,0.7,4%,nt,7%
Cc1nn(CC(=O)NCc2cccnc2)c(C)c1[N+](=O)[O-],23%,-4%,i,5%,0.0%,0.4,-7%,-18%,-3%
Cc1ccnc(Nc2nc(-c3ccc(O)c(O)c3)cs2)c1,?,-41%,?,14µM*,18%,-1.2,-6%,26%,17%
COC(=O)C1=C(C)NC(=S)NC1c1sccc1C (stereo not given),-23%,-9%,i,-1%,-0.1%,0.8,3%,0%,2%
Cc1ccc(C)c(NS(=O)(=O)c2cc3c4c(c2)C(C)C(=O)N4CCC3)c1 (stereo not given),nt,-10%,nt,0%,2.6%,nt,8%,nt,nt
